Screens from PubChem BioAssay.
UPR CHOP act: activators of apoptotic CHOP UPR arm, primary screen, cell-based, CHO-CHOP luciferase reporter, luminescence, uHTS | UPR activation; percent of tunicamycin response over DMSO baseline | activation, % at 10 µM | 330,000 tested, 0.34% active;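 active = at 10 µM dose, activation of 40% or more, normalized to positive control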;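 note: 100% = tunicamycin at 10 µg/mL and 0% = DMSO alone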
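assay system = CHO CHOP reporter cells | amount = 500 CHO-CHOP cells per well | buffer or medium = F12 with 10% FBS | incubation = 16-18 h cell attachment, then 6 h compound exposure, 37 °C | detection = luminescence read with Steady-Glo | read-out = percent activation relative to tunicamycin control | controls = tunicamycin high control, DMSO low control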
APJ ag: agonists of human apelin receptor APJ, primary screen, CHO-K1 cells, PathHunter beta-arrestin, luminescence | 0% DMSO wells, 100% apelin | activation, % at 20 µM | 330,000 tested, 0.11% active | AID 2520, 2010;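 active = activation more than six SD over the plate average, tested at 20 µM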;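 note: 0% = DMSO alone and 100% = apelin-13 at 10 nM; some results filed as inactive read as strong as hits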
Target sequence (P35414 whole entry, looked up): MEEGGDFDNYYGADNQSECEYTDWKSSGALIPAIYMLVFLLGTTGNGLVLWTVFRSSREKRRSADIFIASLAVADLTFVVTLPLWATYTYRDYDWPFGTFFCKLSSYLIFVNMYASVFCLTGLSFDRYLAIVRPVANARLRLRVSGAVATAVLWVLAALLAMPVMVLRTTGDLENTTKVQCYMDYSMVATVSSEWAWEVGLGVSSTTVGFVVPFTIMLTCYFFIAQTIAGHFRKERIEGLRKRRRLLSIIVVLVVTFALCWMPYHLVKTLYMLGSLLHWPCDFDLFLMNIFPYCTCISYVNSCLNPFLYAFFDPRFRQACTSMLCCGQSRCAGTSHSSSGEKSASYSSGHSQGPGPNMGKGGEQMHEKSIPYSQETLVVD
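Material: CHO-K1 APJ beta-arrestin complementation cell line; Input: cell density 1000 per well; Incubation: compound stimulation 90 min at 25 °C, detection 60 min; Signal: luminescence from split beta-galactosidase complementation, Galacton Star/Emerald II substrate; Controls: DMSO-only wells as negative, 10 nM Apelin-13 as positive control.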
APJ antagonist: antagonists of human apelin receptor APJ, primary screen, CHO-K1 cells, beta-arrestin complementation, luminescence | 330,000 tested, 0.32% active | inhibition, % at 20 µM | P35414 | AID 2521, 2010;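 active = inhibition above about 40% at 20 µM, limit read from the data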;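 note: cells challenged with 10 nM apelin-13 agonist together with compound; plate controls were apelin-13 plus DMSO wells for no effect and DMSO wells lacking apelin-13 for full effect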
XBP1 UPR activ: activators of adaptive XBP1 UPR arm, primary screen, cell-based, CHO-XBP1 luciferase reporter, luminescence, uHTS; IRE1-XBP1 UPR activation; percent of tunicamycin response, DMSO as zero; activation, % at 20 µM; 330,000 tested, 0.33% active; AID 463104, 2010;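 active = versus positive control, 20 µM dose yields 30% or more activation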;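 note: 100% = tunicamycin at 10 µg/mL and 0% = DMSO only wells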
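Material: CHO-XBP1 cells stably carrying IRE1-XBP1-driven luciferase reporter / Amount: 1000 cells per well / Compound: 20 µM, 1% DMSO / Times: 6 h treatment, 37 °C / Detection: luciferase luminescence / Measure: % activation of reporter signal versus tunicamycin and DMSO controls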
Jurkat NFkB inh: inhibitors of induced NF-kB luciferase reporter, primary screen, TCR NF-kB activation inhibitor project, cell-based, luminescence, uHTS; Jurkat, PMA/ionomycin-induced NF-kB luciferase reporter; inhibition, % at 4 µM; 330,000 tested, 0.53% active; AID 435003, 2010; in the data active = inhibition above about 50%
tim23-1 inh: growth inhibitors of tim23-1 mutant yeast, primary screen, luminescence, uHTS; 330,000 tested, 1.3% active; S. cerevisiae tim23-1 growth, BacTiter-Glo luminescence, 24 h; inhibition, % at 20 µM;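 active = growth inhibition of the mutant yeast at or above 50%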;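 note: temperature-sensitive mutant grown at 25 °C; plate controls were DMSO-treated mutant yeast for no effect and medium wells lacking yeast for full effect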
697 NFkB inh: inhibitors of PMA/ionomycin-induced NF-kB reporter, 697 cells, primary screen, B-cell NF-kB inhibitor project, cell-based, luminescence, uHTS | 697 B-cell NF-kB luciferase reporter, 16 h | inhibition, % at 4 µM | 330,000 tested, 0.33% active | AID 435022, 2010; in the data active = inhibition above about 35%
Mdm2-MdmX inh: inhibitors of human Mdm2-MdmX association, primary screen, cell-based, luminescence, split luciferase, SaOS-2, uHTS; Protein Mdm4 (Homo sapiens) + E3 ubiquitin-protein ligase Mdm2 (Homo sapiens), …; SaOS-2 split-luciferase Mdm2/MdmX complementation; inhibition, % at 8 µM; 330,000 tested, 3% active;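 active = inhibition of at least 50% at 8 µM in the primary screen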
* marks the source's active call; other numbers are inactive results.

1	CC1CCc2cc(F)ccc2N1C(=O)CSc1nnc2c(n1)[nH]c1ccccc12 (configuration not stated)
2	C[C@]12CCC(=O)C=C1C=C[C@@H]1[C@@H]2CC[C@@]2(C)[C@H]1CC[C@@]21CCC(=O)O1
3	CCOc1ccc(NC(=O)C(C)SC(N)=O)cc1 (configuration not stated)
4	COC(=O)c1ccc(CNC(=O)C(NC(=O)c2ccco2)C(C)C)cc1 (configuration not stated)
5	COc1ccc2c(C(=O)CN3CC(C)OC(C)C3)c[nH]c2c1 (configuration not stated)
6	O=C(/C=C/c1cccc([N+](=O)[O-])c1)Nn1c(-c2ccccc2F)nc2ccccc2c1=O

Compound | 1 | 2 | 3 | 4 | 5 | 6
UPR CHOP act | -0.1 | -0.1 | -3.4 | 1.6 | -0.9 | -1.2
APJ ag | 6 | -5 | -7 | -1 | -5 | 0
APJ antagonist | 4 | 4 | 15 | 3 | -26 | -6
XBP1 UPR activ | 5 | 2 | -6 | -3 | -2 | 0
Jurkat NFkB inh | 9 | 23 | 0 | 8 | -23 | -23
tim23-1 inh | 12 | 32 | 28 | 1 | 2 | 27
697 NFkB inh | -19 | -5 | 7 | 9 | -5 | -19
Mdm2-MdmX inh | 0 | 8 | -8 | -5 | 28 | -13

7	COCC(CN1CCN(C2=NS(=O)(=O)c3ccccc32)CC1)OC(=O)c1ccccc1 (configuration not stated)
8	COc1ccccc1CN(C)C(=O)CN1CCN(CC(=O)Nc2ccccc2Cl)CC1
9	COc1ccc(NC(=O)CCC(=O)c2cccs2)cc1S(=O)(=O)Nc1ccccc1Cl
10	Cn1nnnc1SCC(=O)Nc1ccc(S(=O)(=O)N2CCOCC2)cc1
11	Cc1[nH]c(C(=O)O)c(C#N)c1C(=O)c1ccccc1
12	CCOC(=O)c1csc(N)n1

Compound | 7 | 8 | 9 | 10 | 11 | 12
UPR CHOP act | 0.0 | 0.4 | 1.2 | 1.2 | -1.7 | 0.7
APJ ag | -3 | -3 | -3 | -2 | -4 | -1
APJ antagonist | 9 | 18 | -2 | -21 | 24 | 15
XBP1 UPR activ | 5 | 0 | -3 | -2 | -9 | 2
Jurkat NFkB inh | 13 | 3 | -8 | -2 | -18 | 7
tim23-1 inh | 4 | 11 | 11 | 10 | 5 | 14
697 NFkB inh | 9 | 4 | -10 | 23 | 22 | 15
Mdm2-MdmX inh | 13 | 17 | 12 | -1 | -14 | -4

13	CCCOc1ccc(C(NC(=O)CC(C)C)NC(=O)CC(C)C)cc1OC
14	NC(=O)CN(c1ccc(Oc2ccccc2)cc1)S(=O)(=O)c1ccccc1
15	CC(=O)NC(Cc1ccc(F)cc1)C(=O)NC1CCN(c2ncccc2[N+](=O)[O-])CC1 (configuration not stated)
16	Cc1snc(SCC(=O)c2ccc(Cl)cc2)c1C#N
17	Cc1ccc(C)c(OCCC(=O)OCC(=O)c2c(N)n(C)c(=O)n(C)c2=O)c1
18	O=C(O)CCC(=O)N1CN2CN(C(=O)CCC(=O)O)CC([N+](=O)[O-])(C2)C1

Compound | 13 | 14 | 15 | 16 | 17 | 18
UPR CHOP act | -2.1 | -0.7 | 2.0 | 4.1 | -0.4 | -0.1
APJ ag | 1 | -3 | -3 | -7 | -2 | -5
APJ antagonist | -1 | -3 | -5 | 3 | -3 | -10
XBP1 UPR activ | -2 | -3 | 2 | 0 | -3 | -1
Jurkat NFkB inh | 0 | 9 | 4 | -63 | -18 | 3
tim23-1 inh | 6 | 13 | -3 | 5 | 4 | 1
697 NFkB inh | -30 | 2 | 19 | -5 | 6 | 17
Mdm2-MdmX inh | 2 | 36 | 5 | -42 | 9 | -12

19	CC(/C=N/n1c(-c2ccccc2)n[nH]c1=S)=C\c1ccco1
20	CN1CCN(c2cc3c(c4c2[nH]c2ccccc24)C(=O)CC(C)(C)C3)CC1
21	COc1cc(CCC(=O)OCC(=O)NC2CCCC(C)C2C)cc(OC)c1OC (configuration not stated)
22	O=C(O)C1CCC(N2C(=O)c3cccc([N+](=O)[O-])c3C2=O)CC1 (configuration not stated)
23	CCOC(=O)c1c(NC(=O)Cc2cccs2)sc(C)c1C
24	O=C(CCN1C(=O)/C(=C\c2ccccc2)SC1=S)N1CCOCC1

Compound | 19 | 20 | 21 | 22 | 23 | 24
UPR CHOP act | 1.0 | 3.0 | 1.1 | -0.9 | 2.4 | 0.6
APJ ag | -1 | 0 | 0 | 1 | -7 | -1
APJ antagonist | 8 | -76 | -14 | 2 | 3 | 2
XBP1 UPR activ | 0 | 0 | 0 | -4 | 0 | 0
Jurkat NFkB inh | 2 | 5 | 0 | 13 | 14 | 29
tim23-1 inh | 48 | 29 | 4 | -5 | 12 | 12
697 NFkB inh | -1 | 11 | 15 | 21 | 9 | -8
Mdm2-MdmX inh | 0 | 57* | 13 | -9 | 24 | 34

25	O=C(Nc1ccccn1)c1nc(-c2ccccc2)n(-c2ccccc2)n1
26	Cc1cccc(NCC(=O)c2c(N)n(C)c(=O)n(C)c2=O)c1C
27	Cc1cccc(N(C(=O)Nc2ccc(Cl)cc2)C2=NCC(C)S2)n1 (configuration not stated)
28	CCS(=O)(=O)N1Cc2ccccc2CC1C(=O)Nc1nnc(SCc2ccc(F)cc2)s1 (configuration not stated)
29	COc1ccc(CN(C)C(=O)Cn2ccc(NC(=O)OCc3ccccc3)nc2=O)cc1OC
30	C=CCOn1c(=O)c(=O)n(OCc2ccccc2)c2ccccc21

Compound | 25 | 26 | 27 | 28 | 29 | 30
UPR CHOP act | -2.0 | -0.8 | 4.3 | -1.1 | 0.6 | 0.1
APJ ag | -3 | 1 | 0 | 0 | -2 | -2
APJ antagonist | 4 | 0 | 7 | 7 | 9 | 7
XBP1 UPR activ | -1 | -2 | 1 | -1 | 0 | -1
Jurkat NFkB inh | -10 | 4 | -10 | 10 | -5 | -9
tim23-1 inh | 32 | 4 | -13 | 19 | -2 | 17
697 NFkB inh | -1 | 20 | -1 | -2 | 2 | 3
Mdm2-MdmX inh | 43 | 8 | 11 | 11 | -3 | -11

31	CCC(=O)N1CCC2(CC1)Oc1ccc(Cl)cc1C(=O)C21CC(c2cccnc2)=NO1 (configuration not stated)
32	Cn1c2ccccc2c(=O)c2c(=O)n(Cc3ccco3)c(-c3ccc(Cl)cc3Cl)nc21
33	O=Nc1c(O)n(Cc2ccc(Cl)cc2)c2ccccc12
34	S=C(NC1CC2CCC1C2)N1CCN(c2cccc(Cl)c2)CC1 (configuration not stated)
35	Cc1ccc(NC(=O)c2ccc(S(=O)(=O)N3CCC(C)CC3)cc2)nc1
36	COc1ccc(CCNC(=S)NC(=O)c2ccccc2)cc1C

Compound | 31 | 32 | 33 | 34 | 35 | 36
UPR CHOP act | -0.2 | 8.3 | 0.2 | -0.2 | 2.6 | 0.5
APJ ag | -1 | 3 | -2 | -2 | 0 | -5
APJ antagonist | -36 | 14 | 4 | 5 | 7 | -1
XBP1 UPR activ | -3 | 0 | 0 | -2 | 0 | 4
Jurkat NFkB inh | 5 | 4 | -1 | 6 | 5 | 8
tim23-1 inh | 5 | 19 | 14 | 9 | 31 | 31
697 NFkB inh | 10 | 4 | 25 | 3 | -21 | 13
Mdm2-MdmX inh | -9 | 26 | 51* | 30 | 2 | 6

37	O=C(c1ccc(Cn2cc(Cl)c([N+](=O)[O-])n2)cc1)N1CCN(Cc2ccccc2)CC1
38	Cc1c(C(=O)N2CCN(c3ccc(F)cc3)CC2)sc2nc(-c3ccccc3)cn12
39	Cc1ccccc1CNC(=O)c1cc(COc2ccc(F)cc2F)on1
40	CC1CCN(C(=O)COC(=O)c2cc(S(=O)(=O)N3CCOCC3)ccc2Cl)CC1
41	CC(C)Cc1ccc(C(C)NC(=O)c2ccc(=O)[nH]c2)cc1 (configuration not stated)
42	Cc1nn(C)c(C)c1NC(=O)c1cnn2c(C(F)F)cc(-c3ccccc3)nc12

Compound | 37 | 38 | 39 | 40 | 41 | 42
UPR CHOP act | -1.0 | 0.2 | 0.7 | 4.1 | -1.6 | -0.7
APJ ag | -1 | -2 | -2 | -3 | 2 | 2
APJ antagonist | -17 | 14 | -1 | 9 | 20 | 9
XBP1 UPR activ | -2 | -2 | -3 | -4 | -2 | 3
Jurkat NFkB inh | -8 | -6 | 3 | -5 | 6 | 0
tim23-1 inh | 21 | 5 | 14 | -9 | 7 | 7
697 NFkB inh | -3 | -15 | 6 | -4 | 6 | -22
Mdm2-MdmX inh | 16 | -16 | 3 | 25 | -7 | -19

43	Cc1ccc(C)c(Cn2c3ccccc3c3cnn(CC(=O)NCCN4CCOCC4)c(=O)c32)c1
44	N#C/C(=C\c1ccc[nH]1)C(=O)Nc1ccccc1F
45	O=[N+]([O-])c1ccccc1OCCN1CCCC1
46	Cc1ccccc1-c1nnc(SCC(=O)c2c(N)n(C3CC3)c(=O)[nH]c2=O)o1
47	Cc1ccc(S(=O)(=O)Nc2cc(Cl)c(O)c3ncccc23)cc1
48	COc1ccc(CCN2C(=O)C(Oc3ccccc3)C2c2ccc3c(c2)OCO3)cc1 (configuration not stated)
49	CCN1C(=O)c2cccc3c(NS(=O)(=O)c4ccc(NC(C)=O)cc4)ccc1c23

Compound | 43 | 44 | 45 | 46 | 47 | 48 | 49
UPR CHOP act | 0.5 | 5.2 | 3.3 | 2.3 | 11 | 0.0 | -3.5
APJ ag | -2 | -6 | -1 | -4 | 18 | 2 | -3
APJ antagonist | 1 | -9 | 7 | 22 | -105 | 3 | 22
XBP1 UPR activ | -1 | 4 | -2 | 3 | 2 | -4 | 0
Jurkat NFkB inh | 13 | -54 | -1 | -5 | 12 | 7 | 1
tim23-1 inh | -1 | 16 | -14 | 7 | 73* | 2 | -13
697 NFkB inh | 9 | -42 | 3 | 0 | -30 | 4 | 29
Mdm2-MdmX inh | 14 | -54 | 7 | 15 | 40 | 2 | 44
